ELG1 DNA repair: qHTS screen for small molecules that inhibit ELG1-dependent DNA repair in human embryonic kidney (HEK293T) cells expressing luciferase-tagged ELG1; AID 504467, 2011; Potency, µM (titrated, usually from 46.1 µM), for inactives: at the top dose activity change, negative = inhibition, usual class: inhibitors; 330,000 compounds, 2.3% hits; HEK293T ELG1-luciferase reporter, luminescence, 16 h; DNA damage induced by 5-fluorouridine; also: potency is read from the fitted curve at half-maximal effect; % is scaled to controls: 0 for no effect and ±100 for the full control effect; nearly all actives have a fitted effect of over 55% in size
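5-Fluorouridine DNA damage + compound/DMSO, 2,000 cells/well, 16 h, 37 °C/5% CO2. ONE-Glo, 30 min RT, luminescence. Readout = decrease in reporter signal.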
Rab9 prom act: qHTS Assay for Rab9 Promoter Activators; Huh7 Rab9 promoter-luciferase reporter, luminescence, 24 h; Potency, µM (titrated, usually from 9.22 µM), without a hit: top-dose activation, negative = inhibition, most hits filed as activators; 320,000 compounds, 2.8% hits; also: potency is read from the fitted curve at half-maximal effect; % of control where 0% means no effect; nearly all actives have a fitted effect of over 60% in size
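Cell-based reporter: Huh7 stable for Rab9 promoter-driven luciferase, plated in reduced-serum medium with 10% FBS at 1500 cells/well, compound-treated 24 h at 37 °C, luminescence read after 10 min reagent.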
NPC1 promoter act: qHTS Assay for NPC1 Promoter Activators; Huh7 NPC1 promoter luciferase reporter, 24 h; 320,000 compounds, 2.4% hits; Potency, µM (titrated, usually from 9.22 µM), for the others: at the highest dose activation, hits mostly activators;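 also: potency is read from the fitted curve at half-maximal effect; % of control where 0% means no effect; nearly all actives have a fitted effect of over 60% in size; reporter is driven by a mutant NPC1 promoter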
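Compounds in DMSO were transferred onto Huh7 NPC1-luciferase reporter cells pre-incubated 2 h; after 24 h at 37 °C, Amplite reagent was dispensed and luminescence recorded 10 min later.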
Gal4-VP16 FLuc: VP16 counterscreen qHTS for inhibitors of ROR gamma transcriptional activity; 310,000 compounds, 3.5% hits; Drosophila S2 Gal4-VP16 UAS-luciferase, luminescence, 20 h; Potency, µM (series often up to 53.6 µM), without a hit: top-dose activity, negative = inhibition, most hits filed as inhibitors; AID 2546, 2010;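 also: Gal4-VP16 expression switched on by copper sulfate through the metallothionein promoter; potency is read from the fitted curve at half-maximal effect; % is scaled to controls: 0 for no effect and ±100 for the full control effect; nearly all actives have a fitted effect of over 50% in size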
p53 reactivation: qHTS assay for re-activators of p53 using a Luc reporter | H1299 p53-A138V BP100-luciferase reporter, luminescence, 24 h | Potency, µM (top dose mostly 92.2 µM), for the others: top-dose activity change, positive = activation, usual class: activators | 320,000 compounds, 0.063% hits; also: potency is read from the fitted curve at half-maximal effect; % of control where 0% means no effect; nearly all actives have a fitted effect of over 45% in size
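H1299 (p53-null), stable ts p53-A138V + BP100-Luc; 1000 cells/well, Opti-MEM/10% FBS; cpd 4 pt, 1:5; 24 h, 37 deg C, 5% CO2; detection reagent 10 min RT; luminescence.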
RORg inh: qHTS for inhibitors of ROR gamma transcriptional activity | Nuclear receptor ROR-gamma (Mus musculus), P51450 | Drosophila S2 Gal4-RORgamma UAS-luciferase reporter, 20 h | Potency, µM (doses to about 53.6 µM), for inactives: at the top dose activity change, negative = inhibition, actives largely listed as inhibitors | 310,000 compounds, 5.4% hits | AID 2551, 2010; also: potency is read from the fitted curve at half-maximal effect; % is scaled to controls: 0 for no effect and ±100 for the full control effect; nearly all actives have a fitted effect of over 60% in size
Target sequence (P51450 whole entry, looked up, the tested form may be a part): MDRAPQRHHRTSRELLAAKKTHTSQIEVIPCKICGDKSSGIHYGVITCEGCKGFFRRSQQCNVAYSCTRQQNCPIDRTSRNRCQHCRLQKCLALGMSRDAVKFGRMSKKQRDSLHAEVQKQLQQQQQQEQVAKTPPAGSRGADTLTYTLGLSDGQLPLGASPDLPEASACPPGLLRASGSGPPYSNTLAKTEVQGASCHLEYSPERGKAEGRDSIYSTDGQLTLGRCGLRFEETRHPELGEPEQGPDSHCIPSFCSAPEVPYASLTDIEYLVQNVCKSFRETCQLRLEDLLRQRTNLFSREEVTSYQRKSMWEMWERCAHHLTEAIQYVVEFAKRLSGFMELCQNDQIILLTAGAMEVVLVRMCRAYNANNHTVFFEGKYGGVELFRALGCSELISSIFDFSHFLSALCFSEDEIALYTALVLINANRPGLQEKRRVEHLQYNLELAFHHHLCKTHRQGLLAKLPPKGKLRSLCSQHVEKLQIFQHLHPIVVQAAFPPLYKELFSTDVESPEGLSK
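Stably transfected Drosophila Schneider cells are the test system, with ROR gamma fused to Gal4 and luciferase under UAS control; luminescence is read after 20 hr of 700 uM copper sulfate induction at ambient temperature.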
TRPV1 ag: HTS Assay for Compounds that Act as Agonists of the Vanilloid Receptor 1; AID 540275, 2011; TRPV1-expressing cells, Fluo-8 calcium influx, agonist mode; 320,000 compounds, 0.19% hits; Transient receptor potential cation channel subfamily V member 1 (Homo sapiens), Q8NER1; activation, % at 8.33 µM; in the data active = activation above about 80%; inconclusive = between about 30% and that limit; also: 0% is about no effect
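Cells expressing TRPV1 were dye-loaded with Fluo-8 and read kinetically: 10 s baseline, 3 min after compound (agonist portion), then 2 min after EC20 capsaicin (allosteric enhancer portion). Calcium-bound dye fluorescence at 480/520 nm.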
ELG1 genotox: qHTS screen for small molecules that induce genotoxicity in human embryonic kidney (HEK293T) cells expressing luciferase-tagged ELG1; HEK293T ELG1-luciferase reporter, luminescence, 16 h; Potency, µM (highest dose often 46 µM), for inactives: at the highest dose activity change, positive = activation, hits mostly activators; 330,000 compounds, 1.3% hits; also: potency is read from the fitted curve at half-maximal effect; % of control where 0% means no effect; nearly all actives have a fitted effect of over 60% in size
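After overnight (16 hr) compound treatment at 37 °C, ELG1-luciferase HEK293T cells were lysed with ONE-Glo; luminescence quantified 30 min later at room temperature.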
Tb PFK inh: qHTS Assay to Find Inhibitors of T. brucei phosphofructokinase; T. brucei PFK, ADP-Glo luminescence; ATP-dependent 6-phosphofructokinase (Trypanosoma brucei brucei), O15648; Potency, µM (doses to about 57.5 µM), inactives show top-dose activity, negative = inhibition, usual class: inhibitors; 330,000 compounds, 0.17% hits; AID 485367, 2010;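 also: potency is read from the fitted curve at half-maximal effect; 0% = uninhibited 1x PFK enzyme wells and -100% = no-enzyme wells; nearly all actives have a fitted effect of over 60% in size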
Target sequence (O15648 whole entry, looked up): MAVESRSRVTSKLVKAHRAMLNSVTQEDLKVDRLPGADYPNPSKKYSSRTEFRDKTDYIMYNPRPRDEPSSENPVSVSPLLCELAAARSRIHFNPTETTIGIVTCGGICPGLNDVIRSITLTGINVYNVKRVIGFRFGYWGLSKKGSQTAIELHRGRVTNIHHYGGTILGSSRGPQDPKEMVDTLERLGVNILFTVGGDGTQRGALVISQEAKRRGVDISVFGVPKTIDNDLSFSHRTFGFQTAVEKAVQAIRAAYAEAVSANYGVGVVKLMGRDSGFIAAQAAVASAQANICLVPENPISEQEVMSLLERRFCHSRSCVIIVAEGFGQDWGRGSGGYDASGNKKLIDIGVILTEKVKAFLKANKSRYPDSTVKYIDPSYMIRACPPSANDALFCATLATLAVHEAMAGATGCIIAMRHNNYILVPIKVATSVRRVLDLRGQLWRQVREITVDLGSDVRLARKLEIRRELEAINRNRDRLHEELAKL
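Compounds were pin-transferred as a titration series up to 57 uM into substrate buffer (0.5 mM F6P, 0.1 mM ATP, pH 8.0), then 1.25 nM PFK was added and reactions ran 45 min before ADP-Glo detection.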
FLuc modulator: qHTS profiling assay for firefly luciferase inhibitor/activator using purifed enzyme and Km concentrations of substrates (counterscreen for miR-21 project). Luciferin 4-monooxygenase (Photinus pyralis), P08659. purified FLuc, Km substrates, luminescence inhibition. Potency, µM (top dose mostly 57.5 µM), inactives show at the highest dose activity change, negative = inhibition, most hits filed as inhibitors. 360,000 compounds, 6.9% hits. AID 588342, 2011;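 also: potency is read from the fitted curve at half-maximal effect; plate controls were vehicle for no effect and reference inhibitor for full effect; nearly all actives have a fitted effect of over 55% in size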
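Purified P. pyralis luciferase (10nM final) with 10uM D-luciferin and 10uM ATP (Km levels) in 50mM Tris acetate pH 7.5, 10mM Mg acetate, 0.01% Tween-20, 0.05% BSA; qHTS 6-point titration, ~60 µM downward; luminescence read.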
BRCA1 expr act: qHTS Assay to Identify Small Molecule Activators of BRCA1 Expression. 380,000 compounds, 1.1% hits. AID 624202, 2012. MCF7-BRCA1-FFLuc reporter, luminescence, 48 h; response scale: scaled: vehicle 0%, 10 µM genistein 100%. Potency, µM (highest dose often 46.1 µM), inactives show at the top dose activation, usual class: activators; also: potency is read from the fitted curve at half-maximal effect; nearly all actives have a fitted effect of over 80% in size; some results filed as inactive show a strong effect at the top dose
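Reporter cells (MCF7, BRCA1 promoter-firefly luciferase) received library compounds across a concentration series for 48 h. End-point luminescence was measured and concentration-effect curves derived after normalization.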
Starred values were filed as active, the others as inactive; ? = inconclusive; · = not tested or not shown; [ ] = remark or other dose. Unless noted, calls follow the shape of the dose curve; as a rule, active = well fitted curve in the direction sought with a large enough effect; inconclusive = small, poorly fitted or top-dose-only effect, or another doubt; inactive = no such curve, though single readings can be large; an effect the other way counts as inactive or inconclusive.

1) CCOC(=O)c1csc(NC(=O)C2=COCCO2)n1
2) O=C(NCCOc1ccc(Cl)cc1)C1CCCCC1
3) COc1ccc(S(=O)(=O)N2Cc3ccccc3CC2C(=O)Nc2nccs2)cc1OC (centres undefined)
4) O=C(NNC(=O)C1C2CCCCC21)c1coc(=O)c(Br)c1 (centres undefined)
5) COC(=O)NC1(C(F)(F)F)C(=O)Nc2c1c(=O)n(C)c(=O)n2C (centres undefined)
6) CCO[C@@H]1OC(C(=O)NC2CC2)=C[C@H](c2ccccc2)[C@H]1CCCO
7) CCc1ccc2c(COC(=O)C3CC(=O)N(CCc4ccccc4)C3)cc(=O)oc2c1 (centres undefined)
8) O=C(Nc1ccccc1Br)C1CCC(=O)N1Cc1ccccc1Cl (centres undefined)
assay / compound,1,2,3,4,5,6,7,8
ELG1 DNA repair,?,5%,?,?,14%,?,?,20%
Rab9 prom act,2.8µM*,2%,16%,0%,1%,-1%,-1%,1%
NPC1 promoter act,2.5µM*,-3%,12%,-3%,1%,-5%,-2%,0%
Gal4-VP16 FLuc,-10%,17%,17%,1%,1%,2%,·,10%
p53 reactivation,22%,4%,7%,6%,0%,0%,-1%,-1%
RORg inh,-23%,29%,-24%,-25%,3%,-5%,·,11%
TRPV1 ag,-2,?,-6,13,-4,3,5,?
ELG1 genotox,9.2µM*,-3%,5.8µM*,7%,0%,6%,3%,0%
Tb PFK inh,-1%,6%,4%,6%,0%,3%,1%,3%
FLuc modulator,15µM*,1%,?,?,-2%,1%,-6%,-1%
BRCA1 expr act,?,-7%,2%,-6%,2%,16%,11%,-11%

9) COc1ccc(OC)c(CCNC(=O)c2cccc(NC3=NC4CS(=O)(=O)CC4S3)c2)c1 (centres undefined)
10) CCCSc1nc2c(cnn2-c2ccccc2)c(=O)n1N
11) CCCCOc1ccc(OC(=O)c2cccnc2)cc1
12) Cc1cccc(NC(=O)CSc2nc3[nH]ncc3c(=O)[nH]2)c1C
13) Cc1cc(C)n(CC(=O)n2nc(C)cc2C)n1
14) O=C(C1=C[C@H](c2csc3ccccc23)C[C@H](OCc2ccc(CO)cc2)O1)N1CCOCC1
15) COc1cc(CN2CCN(C(=O)CC(C)C)CC2)cc(OC)c1OC
16) COc1ccc(C2(CNC(=O)c3ccc(OCC(C)C)cc3)CCOCC2)cc1
assay / compound,9,10,11,12,13,14,15,16
ELG1 DNA repair,1%,?,11%,4%,0%,?,4%,-16%
Rab9 prom act,-1%,0.79µM*,4%,2%,-1%,-1%,-3%,0%
NPC1 promoter act,-3%,4.5µM*,24%,4%,2%,-2%,-3%,-1%
Gal4-VP16 FLuc,-6%,-24%,15%,-8%,5%,-1%,-4%,-1%
p53 reactivation,·,?,3%,2%,8%,-5%,14%,-3%
RORg inh,-16%,-17%,-9%,7%[10 µM],0.32µM*,3%,-4%,36%
TRPV1 ag,6,?,12,1,0,6,3,0
ELG1 genotox,6%,?,9%,-2%,0%,-8%,-1%,0%
Tb PFK inh,6%,1%,1%,1%,9%,-4%,-1%,0%
FLuc modulator,6%,5.4µM*,?,0%,-1%,-1%,-2%,3%
BRCA1 expr act,-29%,0%,-1%,-19%,7%,-4%,-12%,-46%

Part of the list above, with each value named:
11) CCCCOc1ccc(OC(=O)c2cccnc2)cc1
- ELG1 DNA repair: 11%
- Rab9 prom act: 4%
- NPC1 promoter act: 24%
- Gal4-VP16 FLuc: 15%
- p53 reactivation: 3%
- RORg inh: -9%
- TRPV1 ag: 12
- ELG1 genotox: 9%
- Tb PFK inh: 1%
- FLuc modulator: ?
- BRCA1 expr act: -1%
15) COc1cc(CN2CCN(C(=O)CC(C)C)CC2)cc(OC)c1OC
- ELG1 DNA repair: 4%
- Rab9 prom act: -3%
- NPC1 promoter act: -3%
- Gal4-VP16 FLuc: -4%
- p53 reactivation: 14%
- RORg inh: -4%
- TRPV1 ag: 3
- ELG1 genotox: -1%
- Tb PFK inh: -1%
- FLuc modulator: -2%
- BRCA1 expr act: -12%

Continued.
17) CCN1CCN(Cc2cc(=O)oc3cc(C)cc(C)c23)CC1
18) COc1ccc(S[C@@H](CCN2CC[C@H](O)CCC2=O)c2ccccc2)cc1
19) O=S(=O)(NCc1ccccc1Br)c1ccccc1Br
20) O=C(N/N=C\c1cccc([N+](=O)[O-])c1O)C1COc2ccccc2O1 (centres undefined)
21) CC(/C=N/NC(=O)CSc1n[nH]c(=O)[nH]c1=O)=C\c1ccccc1
22) O=C(NNc1cc(Cl)cc(Cl)c1)C1CCC1
23) COc1ccc(NC(=S)NNC(=O)c2cccs2)cc1
24) COc1cccc(CNc2ncnc3cc(OC)c(OC)cc23)c1
assay / compound,17,18,19,20,21,22,23,24
ELG1 DNA repair,-2%,28%,9%,8%,0%,4%,?,?
Rab9 prom act,-4%,-1%,-5%,-5%,9%,2%,4µM*,-3%
NPC1 promoter act,-2%,4%,1%,6%,-3%,2%,0%,-2%
Gal4-VP16 FLuc,2%,·,·,2µM*,4%,0%,-28%,3%
p53 reactivation,-5%,13%,7%,?,-1%,-1%,29%,-15%
RORg inh,-21%,·,·,1.8µM*,11%,7%,-37%,-2%
TRPV1 ag,2,?,-1,1,·,·,4,2
ELG1 genotox,0%,2%,0%,2%,-2%,-2%,?,-2%
Tb PFK inh,1%,0%,-1%,-6%,3%,-3%,-1%,-2%
FLuc modulator,-1%,-4%,-13%,19µM*,15µM*,-1%,-6%,0%
BRCA1 expr act,30%,9%,-9%,-72%,0%,12%,-5%,-37%

25) CCc1ccc(OCC(O)CN2CCN(c3ccc(OC)cc3)CC2)cc1 (centres undefined)
26) c1ccc(NC2=NCCN2CCCC2CCCC2)cc1
27) COc1cccc(N2CCN(CC(=O)NC3=Nc4ccccc4N=C(C)C3c3ccccc3)CC2)c1 (centres undefined)
28) Nc1nn(-c2ccccc2Cl)cc1-c1nn[nH]n1
29) Oc1cccc(-c2nc3ccc4ccccc4c3c3c2CCC3)c1
30) CCOc1ccc(S(=O)(=O)Nc2ccc(C(=O)N(C)CC(=O)Nc3ccc(OC)cc3)cc2)cc1
31) O=C(O)c1ccc(N/N=C/c2ccc(-c3cccc(Cl)c3)o2)cc1
32) CCCCCN1CC(O)=C(c2nc(-c3ccc(Cl)cc3)cs2)C1=N
33) CC1(C)CC2(CCO1)OC(=O)CC2C(=O)Nc1cccc2ccccc12 (centres undefined)
assay / compound,25,26,27,28,29,30,31,32,33
ELG1 DNA repair,4%,-2%,?,0%,?,-2%,?,?,?
Rab9 prom act,-7%,1%,-4%,-5%,?,-1%,0.32µM*,-2%,-3%
NPC1 promoter act,-1%,-3%,-4%,-2%,?,1%,0.45µM*,1%,-1%
Gal4-VP16 FLuc,4%,·,-11%,4%,-26%,·,-19%,-1%,-4%
p53 reactivation,-3%,-13%,-1%,1%,10%,-1%,?,-1%,-3%
RORg inh,11%,·,23%,14%,-36%,·,32%,49%,9%
TRPV1 ag,-8,0,4,-8,27,-1,-2,-3,5
ELG1 genotox,-3%,-2%,-5%,0%,18%,-3%,?,-2%,1%
Tb PFK inh,1%,-12%,1%,0%,2%,-2%,-10%,-1%,-3%
FLuc modulator,-1%,0%,-1%,?,6µM*,0%,2.7µM*,-2%,8%
BRCA1 expr act,0%,-16%,-28%,-3%,-21%,-7%,106%,4%,-2%

Screening data from PubChem.
